Screening results deposited in PubChem BioAssay by several laboratories.
TRPM1 prom inh = reduces MITF-dependent TRPM1 promoter luciferase signal; SK-MEL-5 TRPM1 promoter luciferase, 24 h; inhibition, % at 12.5 µM; hit rate 0.83% among 330,000; AID 488899;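 active = mean inhibition across replicates of 60% or more, whatever share of single replicates reaches that level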; note: values of inactives mirror those of a sister screen read the other way
HIF-2a block = HIF-2a inhibition | inhibition, % at 18.8 µM | hit rate 0.72% among 360,000 | 786-0 RCC cells HIF-2a reporter, luciferase luminescence, overnight;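 active = inhibition of the luminescence signal of 40% or more relative to plate controls, in a single-dose primary screen at 18.75 µM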
Shn3 inh set2 = Schnurri-3 reporter inhibition in Clone20 osteoblasts. Clone20 osteoblast Shn3 3'UTR firefly luciferase, 24 h. inhibition, % at 12.5 µM. hit rate 0.52% among 360,000;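 active = mean inhibition of at least 75% with every replicate also reaching 75%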;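 note: 0% = median of neutral control wells and 100% = pilot-screen positive control compound; some compounds past the cut are filed as inactive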
CF NFkB block = blocks PAF-induced NF-kB reporter in cystic fibrosis cells | KKLEB NF-kB-GFP reporter, GFP fluorescence overnight | inhibition, % at 5 µM | hit rate 0.86% among 360,000;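 active = at least 50% inhibition at 5 µM, scaled per plate between neutral and stimulator controls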;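 note: PAF is a Pseudomonas aeruginosa culture filtrate used as stimulus; plate controls were PAF-stimulated DMSO wells for no effect and unstimulated DMSO wells for full effect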
NR2E3 ag-1 = NR2E3 (human) agonism | Q9Y5X4 | GST-NR2E3/biotin-RetCOR TR-FRET, 1536-well | inhibition of corepressor binding, % at 4.78 µM | hit rate 0.12% among 320,000 | AID 2300;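 active = percent inhibition above the cutoff of mean plus 3 SD of all tested compounds, set per screening campaign, cut at about 20% in these data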;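 note: 0% = DMSO wells and 100% = biotin wells as full block of FRET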
Target sequence (Q9Y5X4 whole entry, looked up): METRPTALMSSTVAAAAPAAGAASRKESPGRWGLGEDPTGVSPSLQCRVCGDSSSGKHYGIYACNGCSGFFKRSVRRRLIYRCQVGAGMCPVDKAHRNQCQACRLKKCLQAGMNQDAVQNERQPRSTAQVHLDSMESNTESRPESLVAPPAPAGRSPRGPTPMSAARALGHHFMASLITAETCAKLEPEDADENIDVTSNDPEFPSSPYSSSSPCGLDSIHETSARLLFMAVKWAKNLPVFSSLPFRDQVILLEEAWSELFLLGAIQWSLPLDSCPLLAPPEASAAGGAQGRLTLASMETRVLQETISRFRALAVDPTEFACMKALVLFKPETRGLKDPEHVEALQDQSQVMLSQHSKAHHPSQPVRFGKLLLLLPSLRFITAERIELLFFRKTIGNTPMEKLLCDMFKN
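System: GST-tagged NR2E3 plus biotinylated RetCOR corepressor; Buffer or medium: pH 7.5 Tris-based buffer; Probe or stimulus: RetCOR corepressor, biotinylated, 7 nM; Doses: compound at 4.8 µM, single dose; Schedule: 5 h incubation at 4 °C; Technique: time-resolved FRET; Evaluation: percent inhibition of TR-FRET ratio; Replication: one well per compound, singlicate testing.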
TWEAK-Fn14 inh = TWEAK-Fn14 signaling inhibition; TWEAK-stimulated Fn14 reporter cells, luciferase luminescence, 8 h; inhibition, % at 10 µM; hit rate 2% among 360,000; AID 1159606; in the data active = inhibition above about 50%
aDG glyco up = alpha-DG glycosylation activation | hit rate 0.22% among 360,000 | Pro5-aDG cells, alpha-DG glycosylation AlphaScreen (IIH6); 0% Pro5, 100% B10-LARGE cell signal | activation, % at 10 µM;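 active = activation of at least 8% versus controls, or a plate z-score of at least 8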;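 note: Pro5 are CHO cells carrying HIG-tagged alpha-DG that lacks glycosylation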
KKLEB tox = counter-screen for CF NF-kB inhibitors: cytotoxicity. KKLEB CF airway cells viability, ATPlite luminescence, overnight; active compounds read low; cells stimulated with P. aeruginosa culture filtrate. activity change (cytotoxicity), % at 5 µM. hit rate 0.36% among 360,000. AID 602141;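 active = corrected activity change at or below -50% at 5 µM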
NR2E3 ag-2 = activates human NR2E3 receptor; Q9Y5X4; CHO-S Gal4-NCOR/VP16-NR2E3 two-hybrid, luciferase; inhibition of corepressor binding, % at 3.98 µM; hit rate 0.35% among 360,000; AID 602229;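 active = inhibition above the mean of all tested compounds plus 3 SD, cut at about 70% in these data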;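 note: 0% = DMSO with NR2E3 transfected cells and 100% = cells lacking NR2E3 construct; higher means lower luciferase signal from less NR2E3 corepressor binding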
Peg3 promoter = inhibitors of Peg3 promoter | hit rate 1.7% among 360,000 | AID 588405 | HeLa PEG-Prom luciferase reporter, luminescence, overnight | inhibition, % at 20 µM;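 active = inhibition of at least 50% at 20 µM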
iPSC survival up = hiPSC single-cell survival enhancement; ATPlite luminescence; 100% = ROCK inhibitor wells, 0% = DMSO; survival enhancement, % at 20 µM; hit rate 0.044% among 360,000; in the data active = survival enhancement above about 18%;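 note: cells exposed to compounds for 16 hours before the ATP read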
Starred values were filed as active, the others as inactive; . = not tested or not shown.

Every second line gives: TRPM1 prom inh	HIF-2a block	Shn3 inh set2	CF NFkB block	NR2E3 ag-1	TWEAK-Fn14 inh	aDG glyco up	KKLEB tox	NR2E3 ag-2	Peg3 promoter	iPSC survival up
> CCN(CC)S(=O)(=O)c1ccc(C)c(NC(=S)Nc2cccc(S(=O)(=O)N3CCCCCC3)c2)c1
 : 12	19	11	4	-2	-10	-0.2	-3	-7	38	-2.2
> Cc1ccc(C)c(/C=C(\C(=O)O)c2ccc(S(=O)(=O)N3CCCCC3)s2)c1
 : 5	-10	-20	-14	-1	9	-0.1	2	-18	1	-0.1
> COc1ccc(O)c(/C=N/NC(=O)c2ccc(OCc3cccc(Br)c3)cc2)c1
 : 32	13	74	3	-7	-6	-0.3	2	-27	42	-1.0
> COc1ccc(F)cc1CN1CCN(C(=O)CCC(=O)Nc2nnc(C3CCCCC3)s2)CC1
 : -4	-7	2	-4	-2	-31	0.3	-2	-5	-4	0.8
> COc1ccc2[nH]c(C)c(CCN3C(=O)C4C5C=CC(C5)C4C3=O)c2c1 (centres undefined)
 : 1	-5	-13	12	0	-16	-0.1	-4	-40	-13	-0.9
> C/C=C/c1ccc(OC(C)=O)c(OC)c1
 : 1	5	-95	7	1	-10	0.0	7	-12	-2	-2.4
> CCOc1cc(N2CCOCC2)c(OCC)cc1NC(=O)COC(=O)CCOc1cc(C)ccc1C
 : 10	2	-14	9	0	11	0.2	-2	-28	25	-0.5
> Cc1ccc2c(c1)-c1c(cnn1CC(=O)Nc1ccccc1N1CCN(C)CC1)CO2
 : -14	6	-33	10	1	-10	-0.2	1	-18	12	-2.8
> O=C(CN1CCCCCC1)Nc1ccc([N+](=O)[O-])cc1Cl
 : -5	-54	-6	-2	0	-4	0.3	-3	4	-34	0.0
> C/C(=N\NC(=O)c1nc2ccccn2c1C)c1ccc2c(c1)OCO2
 : -9	-36	-6	3	1	-6	0.1	0	18	2	-2.8
> COc1cccc(C(=O)CSc2nnnn2C)c1
 : -2	-21	7	5	1	-4	0.0	6	-15	-11	-2.2
> C=CCN(CC=C)S(=O)(=O)c1ccc(C(=O)Nc2nnc(CSC)o2)cc1
 : 10	19	21	-4	2	25	0.0	0	30	29	-3.5
> O=C(CCCn1c(SCC(=O)c2ccc(F)cc2)nc2ccccc2c1=O)NCc1ccccc1
 : 5	-2	15	-26	-1	-4	0.8	3	-15	22	1.0
> CN(C1CCCCC1)S(=O)(=O)c1ccc2[nH]c(=O)oc2c1
 : 2	14	.	-22	0	5	0.2	8	23	3	-0.1
> CSc1nc(N)n2nc(-c3ccccc3)cc2n1
 : -66	-318	-146	-39	3	6	-0.1	3	-93	-258	-0.6
> CCc1c(C(=O)NC2CCCCC2)[nH]c(C)c1C(C)=O
 : -4	-37	15	9	4	-8	-0.2	6	-19	-8	0.1
> CC(=O)Nc1ccc(NC(=O)c2cc(-c3ccc(C)cc3O)n[nH]2)cc1
 : -23	-65	-19	4	0	0	0.0	-6	-27	-22	-0.4
> COc1cccc(C(=O)NCCN2CCN(c3ccc(Cl)cc3)CC2)c1
 : 16	2	4	-4	5	-2	1.3	36	18	-2	-1.2
> Cc1ccc(SCC(=O)OCC(=O)NC2CCCCCCC2)cc1
 : -6	3	4	-28	1	7	0.0	10	-18	14	2.0
> COc1cnc(-c2ccccc2)nc1Oc1cccc(C)c1
 : 3	14	-12	22	-3	14	0.2	-9	16	13	-0.6
> O=C(c1ccco1)N1CCN(C(=O)c2ccco2)C1=S
 : 6	35	-16	15	.	51*	0.5	14	-28	92*	-3.2
> Cc1ccc(NC(=O)Cn2cc(C(F)(F)F)cc(Cl)c2=O)cc1Cl
 : 2	10	-4	2	-3	-8	0.1	12	-3	18	3.0
> COC(=O)c1cccc(COC(=O)CNC(=O)c2ccco2)c1
 : 10	9	-2	3	0	-2	0.1	0	-25	7	-1.6
> CCOC(=O)c1c(NC(=O)C2CCCCC2)sc2c1CCN(CC)C2
 : -15	-7	-6	-19	5	-6	0.3	10	17	19	-2.6
> CCN(CC)C(=O)c1sc2nc(-c3ccccc3)ccc2c1N
 : -41	-58	-23	-6	4	70*	0.0	2	-23	-127	-0.3
> Cc1c(NC(=O)C2CCCN2S(=O)(=O)c2ccc(Cl)cc2)c(=O)n(-c2ccccc2)n1C (centres undefined)
 : 1	-6	6	-8	5	26	-0.2	-10	-11	-3	0.9
> O=Cc1cc(N=Nc2ccccc2Cl)ccc1O
 : -8	-254	-33	44	0	4	-0.4	12	-154	-148	0.4
> CCC(C)NS(=O)(=O)c1ccc(NC(=O)c2cccs2)cc1 (centres undefined)
 : 7	11	8	14	2	10	0.1	-1	-25	6	-1.1
> Cc1cc(C(=O)Nc2sc(C)c(-c3ccc(F)cc3)c2C(N)=O)no1
 : -76	-221	-103	8	3	13	0.0	5	-106	-272	-0.3
> Cc1c(C(=O)N/N=C/c2cccs2)nc2ccccn12
 : 20	-40	-15	10	0	-9	-0.1	17	-16	-34	3.0
> Nc1cccc2c1nnn2C1OC(CO)C(O)C(O)C1O (centres undefined)
 : 2	-1	-1	-15	5	14	-0.2	1	-6	0	-2.0
> O=C(Nc1ccc2oc(Cc3ccc(Cl)cc3)nc2c1)c1cccnc1
 : 7	0	11	18	-1	-9	-0.2	-7	14	36	-1.8
> CC(C)(C)c1cc(CCC(=O)NCc2ccccn2)cc(C(C)(C)C)c1O
 : 7	-1	18	19	1	0	-0.1	-5	-3	-5	-0.3
> CNC(=O)Nc1cccc(-c2ccnc(C)n2)c1
 : -91	9	-22	1	5	-1	0.0	1	-7	9	0.0
> CN(C)/C=N/c1c(C(=O)NCc2ccccc2)nnn1Cc1ccccc1
 : -3	15	4	-4	-3	-3	-0.5	3	-6	12	0.5
> COC(=O)c1ccc(C(=O)Nc2ccc3c(c2)C(=O)NC3=O)cc1
 : -15	17	-64	-6	0	6	-0.1	7	13	-11	-0.4
> CC(=NNC(=S)Nc1cccc(Cl)c1)c1ccccn1
 : 33	72*	84	12	.	-12	-0.6	-14	95*	93*	-2.0
> CC(O)C(NS(=O)(=O)c1ccc(Cl)cc1)C(=O)OCC(=O)c1c[nH]c2ccccc12 (centres undefined)
 : 32	3	19	0	-1	31	0.1	2	2	9	-0.3
> O=C(O)CCN1c2ccccc2Sc2ccccc21
 : -4	7	40	-7	.	0	-0.2	8	11	5	0.0
> Cc1cc(NCCCO)n2c(nc3ccccc32)c1C#N
 : 1	12	5	-24	0	-1	-0.4	-3	-39	14	-1.3
> CCCC/C(=N\NC(=O)c1ccc(Br)o1)c1ccccc1
 : 0	-11	-26	4	-4	-28	-0.4	4	-39	3	0.4
> O=C(O)CC1(CC(=O)Nc2ccccc2N2CCOCC2)CCCC1
 : -1	13	0	-11	0	-24	-0.2	-4	11	-11	3.0
> CN(C(=O)COC(=O)c1ccc(S(=O)(=O)N2CCCCCC2)cc1)c1ccccc1
 : .	5	-10	-11	.	-3	-0.1	-1	11	2	3.7
> CCCCN(C(=O)c1cccc(S(=O)(=O)N(C)c2ccc(C)cc2)c1)c1c(N)n(CC(C)C)c(=O)[nH]c1=O
 : -4	-4	-6	21	.	5	1.6	1	8	-7	-0.4
> O=C(Nc1ccccc1F)NC1CCCCCCC1
 : -55	-204	-48	-11	1	-24	-0.1	6	-107	-289	0.1
> CC(C)(C)C(=O)N1CCN(c2nc3ccccc3s2)CC1
 : -123	-188	-81	-2	-1	-34	0.2	-2	-108	-333	-0.5
> CCN(CC(=O)Nc1c(F)cccc1F)C(=O)c1ccc(S(=O)(=O)NCc2ccco2)cc1
 : -9	4	8	-9	-3	6	0.2	19	-29	-8	-0.4
> COc1ccc(NC(=O)CCCCCN2C(=O)CCC2=O)cc1Cl
 : -22	-3	16	-12	-2	-6	-0.2	10	-26	-4	5.4
> CC(=O)c1cccc(NC(=S)NC(=O)c2ccc(C)cc2Cl)c1
 : -23	-173	-18	-2	0	-4	-0.2	-4	-105	-141	-0.5
> CCCCOC(=O)c1ccc(NC(=O)CSc2nnnn2C)cc1
 : -16	-13	-13	-13	-1	-16	-0.3	6	6	-19	0.2
> O=C(Nc1cccc(-c2nnc(-c3ccco3)o2)c1)c1ccccc1
 : 5	-64	-1	-11	-1	4	-0.1	4	-95	-10	-0.2
> COc1ccc(NC(=O)c2ccc(OC(=S)N(C)c3ccc(OC)cc3)cc2)cc1
 : 14	-12	-1	22	1	-8	0.5	-11	-14	-6	-0.5
> Cc1cc(=O)oc2cc(O)cc(O)c12
 : -4	5	-9	-9	.	32	-0.1	-10	-18	-3	0.8
> CN(C)S(=O)(=O)c1ccc(Cl)c(NC(=O)COC(=O)C2CCCO2)c1 (centres undefined)
 : -11	11	-31	2	-3	-1	0.1	-2	-27	2	-0.7
> CCCCN(C)S(=O)(=O)c1ccc(C(=O)Nc2nnc(CSC)o2)cc1
 : 9	5	37	4	-4	-6	0.5	-8	11	18	0.0
> Cc1ccc(C(=O)Nc2cccc(NC(=O)CN3CCCCC3)c2)cc1
 : -4	-26	-31	-10	-3	2	0.2	-7	-5	-26	-0.1
> C/C=C/c1ccc(OCCOc2cccc3cccnc23)c(OC)c1
 : -1	-127	-26	2	5	-22	0.0	-8	-60	-77	-1.0
> CCSc1nnc(-c2ccc(S(=O)(=O)N3CCOCC3)cc2)n1C
 : -1	9	4	-10	3	-2	-0.1	-1	1	4	-0.1
> O=C(Nc1ccc(F)c(F)c1)c1cccnc1
 : -21	-20	-4	2	1	-5	-0.1	2	9	-9	1.2
> CC(C)Cn1cc(C(=O)N2CCN(c3ccccn3)CC2)c2c3ccccc3n(C)c2c1=O
 : -16	26	9	5	-1	32	0.6	1	-14	24	3.1

(next part)
Every second line gives: TRPM1 prom inh	HIF-2a block	Shn3 inh set2	CF NFkB block	NR2E3 ag-1	TWEAK-Fn14 inh	aDG glyco up	KKLEB tox	NR2E3 ag-2	Peg3 promoter	iPSC survival up
> Cc1cc(C)c(C)c(OC(=O)c2sc(Cl)nc2C)c1
 : -5	8	63	8	-5	41	-0.3	-39	9	90*	0.9
> CS(=O)(=O)n1nc(-c2ccccc2)nc1NCc1ccco1
 : -21	-28	1	12	2	-11	-0.1	-15	4	-15	1.4
> CC1CC(C)CN(S(=O)(=O)c2ccccc2[N+](=O)[O-])C1 (centres undefined)
 : 16	14	5	2	-2	-6	0.3	8	-20	19	1.1
> Cc1ccc(OCC(=O)Nc2ccc3c(c2)nc(CCN2CCCC2)n3C)cc1
 : .	-9	4	3	.	3	-0.2	6	-60	-24	-1.5
> COc1ccccc1C(=O)Nc1ccccc1N1CCCCC1
 : -17	8	8	-9	1	8	0.0	-4	6	25	-0.6
> CC(=O)c1ccc(NS(=O)(=O)c2ccc(-c3cnc(C4CC4)o3)cc2)cc1
 : -1	-5	-16	1	1	-8	-0.1	-6	9	3	-0.1

Random draw from the library; overall some 4.4% were active at least once.
